RGS8-Gao: regulators of human RGS8-Galphao interaction | response (percent of control binding), % at 10 µM | 220,000 compounds, 0.34% hits | P09471 | AID 1423 | multiplexed bead flow cytometry, RGS8-Galphao binding; actives lie on both sides; in the data active = response below about 60% or above about 140%; inactive = in between;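 note: Galphao activated as the GDP aluminium fluoride complex binding bead-coupled RGS8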
Rac1 wt GTP bind: alters GTP binding to wildtype human Rac1; GST-Rac1 beads, fluorescent GTP binding, flow cytometry; actives lie on both sides; 0 = cold GTP competed, 100 = untreated; AID 757; P63000; GTP binding activity (% of control), % at 10 µM; 190,000 compounds, 0.27% hits;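 active = GTP binding activity at least 20 points away from the 100% control level, either lower or higher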
Rab2 wt GTP: changes GTP binding to wildtype dog Rab2A, up or down; P61105; GST-Rab2 wt beads, Bodipy-GTP binding, flow cytometry; GTP binding activity, % at 10 µM; 190,000 compounds, 0.19% hits; AID 760;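 active = GTP binding activity at least 20 points away from 100%, either lowered or raised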;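 note: 0% = beads with excess unlabeled GTP and 100% = no-compound control corrected for plate trend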
Rab7 wt modul: dog Rab7 wildtype GTP binding, inhibitors and activators; GST-Rab7 beads, fluorescent GTP binding, flow cytometry; actives lie on both sides; untreated = 100%, excess cold GTP = 0%; GTP binding activity (percent of control), % at 10 µM; 190,000 compounds, 0.055% hits; AID 758;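 active = fluorescent GTP binding to Rab7 beads changed by at least 20 points from the 100% baseline, either direction, mostly lower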;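 note: median green fluorescence of bound Bodipy-FL-GTP per Rab7 bead population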
Mcl1 Noxa PPI: disrupts binding of human Mcl-1 to Noxa peptide; 220,000 compounds, 1.5% hits; AID 1022; inhibition, % at 21.7 µM; TR-FRET Mcl-1/Noxa peptide binding, 2 h; Q07820;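 active = compounds that cut the protein-peptide binding signal by more than 50% relative to plate controls in a single-dose test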;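 note: His-tagged Mcl-1 with rhodamine Noxa BH3 peptide and terbium anti-His antibody; 0% = Mcl-1 plus Noxa peptide wells and 100% = peptide-only wells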
Target sequence (Q07820 whole entry, looked up): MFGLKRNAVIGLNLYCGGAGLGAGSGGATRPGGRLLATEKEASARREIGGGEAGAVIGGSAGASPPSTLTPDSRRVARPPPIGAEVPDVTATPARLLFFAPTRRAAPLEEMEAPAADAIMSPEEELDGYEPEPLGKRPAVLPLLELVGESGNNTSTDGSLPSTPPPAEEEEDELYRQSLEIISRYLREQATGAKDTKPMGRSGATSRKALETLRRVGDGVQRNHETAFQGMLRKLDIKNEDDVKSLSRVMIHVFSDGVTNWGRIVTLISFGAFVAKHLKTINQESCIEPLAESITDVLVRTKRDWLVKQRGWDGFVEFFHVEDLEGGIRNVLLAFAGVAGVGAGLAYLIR
HRas wt GTP: human HRas wildtype GTP binding, change in either direction; P01112; GST-Ras wt beads, Bodipy-FL-GTP binding, flow cytometry; actives lie on both sides; GTP binding activity, % at 10 µM; 190,000 compounds, 0.14% hits; AID 759;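 active = GTP binding activity at least 20% away from the 100% baseline, either lowered as inhibitor or raised as activator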;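 note: 0% = unlabeled GTP competition control and 100% = no-compound control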
Target sequence (P01112 whole entry, looked up): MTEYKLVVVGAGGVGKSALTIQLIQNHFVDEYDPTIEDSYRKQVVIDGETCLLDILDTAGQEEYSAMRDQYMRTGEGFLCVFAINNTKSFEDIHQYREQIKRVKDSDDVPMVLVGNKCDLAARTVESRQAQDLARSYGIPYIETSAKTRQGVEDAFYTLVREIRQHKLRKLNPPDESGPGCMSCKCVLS
Mcl1-Bid inh: Mcl-1/Bid interaction inhibition; inhibition, % at 21.7 µM; TR-FRET Mcl-1/Bid-Dy647 peptide binding, 1536-well; 220,000 compounds, 0.97% hits;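 active = compounds that cut the binding signal by more than half at the single screening dose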;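 note: His-tagged Mcl-1 with europium anti-His antibody binding Bid BH3 peptide; 0% = Mcl-1 plus peptide wells and 100% = peptide-only wells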
Rac1 mut GTP: alters GTP binding to activated mutant human Rac1. 190,000 compounds, 0.11% hits. P63000. GST-Rac1 activated beads, fluorescent GTP binding, flow cytometry; actives lie on both sides; 100% means binding = to untreated wells. AID 764. percent activity (GTP binding), % at 10 µM;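 active = GTP binding at least 20 percentage points away from the 100% baseline, in either direction, so actives lie on both sides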
Mcl-1 Bim block: human Bim-Mcl-1 interaction inhibition; Q07820; Bead-based flow cytometry, Bim peptide-Mcl-1 binding; inhibition, % at 10 µM; 190,000 compounds, 0.1% hits; AID 1009; in the data active = inhibition above about 40%;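 note: 0% = no compound tracer wells and 100% = peptide blocker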
Pf gametocyte: kills late stage P. falciparum gametocytes; P. falciparum stage V gametocytes, ATP luminescence, 24 h; 150,000 compounds, 0.065% hits; AID 743093; inhibition, % at 10.9 µM;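 active = inhibition above the mean plus 3 SD of compounds within the control limits, set per campaign, cut at about 38% in these data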;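 note: 0% = DMSO wells and 100% = medium only without gametocytes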
Cdc42 wt GTP: modulators (inhibitors or activators) of GTP binding to human Cdc42 wildtype; P60953; GST-Cdc42 beads, Bodipy-GTP binding, flow cytometry; actives lie on both sides; percent activity (GTP binding), % at 10 µM; 190,000 compounds, 0.2% hits; AID 761;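 active = percent activity GTP binding at least 20 points away from the 100% baseline, either down as inhibitor or up as activator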;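 note: median bead fluorescence of bound Bodipy-FL-GTP at 100 nM; 0% = excess unlabeled GTP control and 100% = no compound control; below 100% means less GTP binding so inhibitor and above means activator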
Target sequence (P60953 whole entry, looked up): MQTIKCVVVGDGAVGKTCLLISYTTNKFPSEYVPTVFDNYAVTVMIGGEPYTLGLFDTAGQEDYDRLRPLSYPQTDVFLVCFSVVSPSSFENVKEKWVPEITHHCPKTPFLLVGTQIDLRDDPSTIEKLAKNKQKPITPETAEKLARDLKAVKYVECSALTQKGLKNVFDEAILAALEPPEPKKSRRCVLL
* = called active by the depositor; · = not tested or not shown.

SMILES	RGS8-Gao	Rac1 wt GTP bind	Rab2 wt GTP	Rab7 wt modul	Mcl1 Noxa PPI	HRas wt GTP	Mcl1-Bid inh	Rac1 mut GTP	Mcl-1 Bim block	Pf gametocyte	Cdc42 wt GTP
CCCC1NC(=S)N(C2CCCCC2)C1=O (stereo not given)	108	99	98	94	14	96	-40	99	-3	-10	94
CCCNC(=O)c1nnsc1S(=O)c1ccc(Cl)cc1 (stereo not given)	122	97	96	103	-2	93	-5	98	-5	-35	94
COc1ccccc1Oc1ccc(S(=O)(=O)N2CCOCC2)cc1S(=O)(=O)N1CCOCC1	96	106	99	98	-1	99	-6	101	-8	·	104
C=CCN1C(=O)CSC1=Nc1cccc(O)c1	98	93	95	91	10	97	-4	94	1	1	98
COc1ccc(NS(=O)(=O)c2ccc(NC(=O)C3CCCO3)cc2)cc1 (stereo not given)	91	93	96	95	11	99	-9	92	0	·	97
Cc1ccc(S(=O)(=O)N2CCCC2C(=O)OCc2ccccc2)cc1 (stereo not given)	95	110	101	101	3	103	-28	102	-9	19	104
COC(=O)/C(=C/c1c[nH]c2ccccc12)NC(C)=O	99	104	101	101	6	103	-12	100	-3	·	103
Cc1cc([N+](=O)[O-])ccc1NC(=O)c1cncc(Br)c1	101	99	98	96	0	98	-5	99	-2	0	99
C=CCn1cnc2c(nnn2-c2ccc(C)c(Cl)c2)c1=O	98	92	93	94	11	93	-28	93	0	4	92
COc1ccc(/C=C/C(=O)NC(=S)NNC(=O)c2cccs2)cc1	96	91	92	100	-11	94	-83	87	-3	·	89
O=C(COC(=O)CCc1nc2ccccc2s1)NCc1ccco1	103	95	96	102	5	96	-8	94	-1	·	94
COc1cccc(C2=CC(c3cccc(OC)c3OC(F)F)n3nnnc3N2)c1 (stereo not given)	101	102	101	99	5	100	-24	99	-1	·	103
CCOc1ccc(NC(=O)C[n+]2ccccc2)cc1	102	101	100	103	-9	101	-8	99	-4	·	101
C=CCOc1c(Cl)cc(CNc2ccc3[nH]c(=O)[nH]c3c2)cc1OC	99	104	98	99	20	99	-62	98	0	-16	100
Cc1nc2sc(C(c3ccc(C(C)C)cc3)N3CCN(CCO)CC3)c(O)n2n1 (stereo not given)	97	105	101	104	-3	103	-29	99	-1	·	103
C=CCc1ccc(OCCCCN2CCC(C)CC2)c(OC)c1	101	105	99	98	7	99	39	100	-10	·	104
CCNC(=O)C1(c2ccccc2)CCCC1	109	102	98	99	-2	99	0	98	22	-1	100
c1nc(N2CCCC2)c2[nH]cnc2n1	75	98	99	100	-17	99	6	97	·	9	98
COc1ccc(-n2c(=O)c(NC(=O)c3ccccc3)c3n(c2=S)CCCCC3)cc1	95	100	98	97	9	101	-11	96	1	·	103
NS(=O)(=O)c1ccc(NC(=O)CSc2ncnc3ccccc23)cc1	101	96	93	98	9	94	-1	90	0	4	94
O=c1c(-c2ccc(Cl)cc2)coc2c(CN3CCOCC3)c(O)ccc12	100	101	102	108	14	101	-10	97	-1	·	101
COc1cc2ccccc2cc1C(=O)OCC(=O)NC1CCS(=O)(=O)C1 (stereo not given)	104	96	98	90	4	95	-14	99	0	·	96
CC(=O)Nc1cccc(OC(=O)COc2ccc(Br)cc2)c1	100	103	98	99	9	99	3	98	-6	-2	101
O=C(O)/C=C/C(=O)NNc1ccc([N+](=O)[O-])cc1	101	102	96	96	54*	100	-64	96	5	·	97
Cc1ccccc1NC(=S)N1CCCC(c2nc3ccccc3[nH]2)C1 (stereo not given)	106	97	96	97	5	95	-39	94	-3	·	95

Carrying on:
SMILES	RGS8-Gao	Rac1 wt GTP bind	Rab2 wt GTP	Rab7 wt modul	Mcl1 Noxa PPI	HRas wt GTP	Mcl1-Bid inh	Rac1 mut GTP	Mcl-1 Bim block	Pf gametocyte	Cdc42 wt GTP
Cc1onc(C(=O)N2CCOCC2)c1[N+](=O)[O-]	101	103	96	100	6	99	2	96	-2	2	100
O=C(Nc1ccc(Br)cc1)N1CCCCC1	100	103	100	106	12	103	-18	97	-3	-5	102
Cc1ccc(S(=O)(=O)NCCSCc2ccccc2)cc1	102	99	94	95	11	98	-20	91	-1	21	97
CCOC(=O)N1C2C=C(C)[C@@H]2[C@@H]2CC(=O)N21 (stereo not given in full)	105	105	99	95	1	98	-5	99	-1	-1	102
O=C(Nc1ccc(Cc2ccncc2)cc1)c1cc(F)c(F)cc1Cl	99	103	100	108	9	100	3	95	-3	-15	99
O=C(CSc1nnc(-c2ccccc2)o1)N1CCN(c2ccccc2)CC1	103	95	97	102	4	96	14	97	-1	·	97
CCOC(=O)CN1C(=O)NC2NC(=O)NC21 (stereo not given)	100	98	98	96	-10	99	2	99	6	·	100
Cn1c(CC(=O)Nc2ccc(Cl)c(Cl)c2)nnc1SCC(=O)NCc1ccccc1	100	98	95	93	-10	95	-4	93	0	-20	95
Cn1cc(S(=O)(=O)N2CCN(Cc3ccccc3)CC2)c(=O)n(C)c1=O	100	103	102	99	0	100	-16	99	0	·	102
Cc1cc(C)c(NC(=O)CN2CCC(NC(=O)NC3CCCCC3)CC2)c(C)c1	100	101	100	106	10	100	-24	98	-1	·	99
COc1cc(/C=N/NC(=O)COc2cc(C)cc(C)c2)ccc1OS(=O)(=O)c1ccc(C)cc1	96	101	100	102	13	99	11	98	-5	18	101
Cc1csc(=Nc2cccnc2)n1CC1CCCCC1	103	102	98	100	11	97	-3	97	-5	-11	99
O=C(OCC(=O)N1CCN(c2ccccc2)CC1)c1cccc(Cl)c1	104	105	100	98	16	101	-8	99	·	14	101
CSc1ccccc1N1CCN(C(=O)Nc2ccc3c(c2)NC(=O)CO3)CC1	101	102	102	97	10	101	-32	100	0	-6	104
O=[N+]([O-])c1ccc(NCCCO)c(C(F)(F)F)c1	102	102	99	99	7	99	4	96	0	-10	102
Cc1cc(NC(=O)CCC(=O)N(CC(=O)NC2CCCC2)c2ccccc2)no1	101	106	100	101	8	103	-6	100	-15	·	99
CCOC(=O)c1nn(-c2ccc(C)cc2)cc1C(=O)c1ccccc1	99	100	97	98	12	99	7	99	0	20	97
CNC(=S)NNC(=O)c1ccc2c(c1)OCO2	97	97	95	93	2	96	-16	99	-6	16	96
NS(=O)(=O)c1ccc(-c2ccc(/C=C3\C(=O)Nc4cc(Cl)ccc43)o2)cc1	100	68*	76*	94	63*	76*	11	87	7	8	73*
Clc1ccc(-c2cc3ccccc3[nH]2)cc1	101	105	101	100	0	100	-22	95	-7	-20	102
O=C1NCCCC1C(=O)NCCN1C(=O)CCC1=O (stereo not given)	100	103	105	100	-17	106	-39	101	-1	13	106
CCOc1ccccc1C(=O)N[C@H](C(=O)OCc1cc([N+](=O)[O-])cc2c1OCOC2)C(C)C	99	103	100	102	2	101	-9	100	-5	·	99
Cc1ccc(/C=N/N2CCN(Cc3cccc4ccccc34)CC2)o1	101	100	96	99	15	99	-31	97	-2	·	99
CCN(CC)S(=O)(=O)c1ccc(N2CCOCC2)c(NC(=O)C(=O)c2c(-c3ccccc3)cc3ccccn23)c1	100	108	100	98	17	104	10	102	-4	-13	105
COC(=O)C/C=C/[C@@H](C)[C@@H](/C=N/O[C@@H](C)c1cn([C@H](CO)Cc2ccccc2)nn1)NS(=O)(=O)c1ccc(C)cc1	91	104	98	97	12	100	0	98	0	·	104

(continued)
SMILES	RGS8-Gao	Rac1 wt GTP bind	Rab2 wt GTP	Rab7 wt modul	Mcl1 Noxa PPI	HRas wt GTP	Mcl1-Bid inh	Rac1 mut GTP	Mcl-1 Bim block	Pf gametocyte	Cdc42 wt GTP
O=[N+]([O-])c1ccc(-c2cnc(SC(c3ccccc3)c3ccccc3)[nH]2)cc1	99	99	96	96	12	97	-51	97	-2	-22	98
Cc1ccc(-c2ccc(=O)n(CC(=O)NCCCN3CCCCC3)n2)cc1	101	107	101	101	15	101	-18	101	-5	16	104
CC(C)CCNC(=O)CO/N=C/c1ccccc1OC(F)F	99	101	99	101	8	98	-1	96	-6	5	102
CCN1CCN(C(=O)c2cc3sccc3n2CC(=O)c2ccccc2)CC1	104	97	99	100	15	99	-7	96	0	-4	99
CCN(CC)c1ccc([N+](=O)[O-])cc1/C=N/NC(=O)CC#N	105	103	97	95	0	99	-1	99	-3	-25	99
Cc1onc(-c2ccccc2Cl)c1C(=O)N1CCCCC1C(=O)O (stereo not given)	100	99	98	96	10	98	6	99	0	·	99
Cc1ccc2c(C(=O)CN3CCSCC3)c(C)[nH]c2c1	102	103	99	102	11	101	-19	98	-1	-3	98
Cc1nn(C)cc1/C=N/NC(=S)Nc1ccc(Cl)cc1Cl	103	99	99	93	16	98	-1	100	-2	2	98
Nc1ccccc1C(=O)Nc1nccs1	104	93	93	99	10	94	-18	93	-1	-12	92
O=C(Nc1cc(S(=O)(=O)N2CCOCC2)ccc1N1CCCC1)c1ccc2c(c1)S(=O)(=O)c1ccccc1C2=O	92	94	94	105	16	94	-6	89	-5	8	93
O=[N+]([O-])c1ccccc1/C=C/C=N/Nc1ccc(S(=O)(=O)Nc2ccc(Cl)cc2)cc1[N+](=O)[O-]	99	93	93	97	3	95	-11	90	-1	·	92
O=C(NCc1cccc(C(F)(F)F)c1)c1cccc(Cl)c1Cl	103	102	100	101	15	100	-12	100	1	-1	98
CCOC(=O)Nc1ccc(S(=O)(=O)Nc2cc(C)nc(C)n2)cc1	99	105	98	95	10	102	-14	98	-4	·	105
NC(=O)c1cnn(-c2cc(Oc3ccccc3)ncn2)c1N	100	88	90	100	4	92	-4	93	-1	-6	88
O=C(CSc1nccc(-c2ccc(Br)cc2)n1)NCCc1ccccc1	104	96	93	98	0	95	2	94	0	-6	95
O=c1c(Cc2ccc(F)cc2)c(O)ccn1CCc1cnc[nH]1	102	94	96	96	9	94	-48	94	0	·	93
COc1ccc(Cc2nc3ccc(S(=O)(=O)N4CCOCC4)cc3[nH]2)cc1OC	98	106	104	103	3	106	-17	101	0	18	108
CC1(C)CC(NC(=S)Nc2ccc(S(N)(=O)=O)cc2)CC(C)(C)N1	94	101	99	106	-8	98	-42	96	-3	28	95
O=C(CN1C(=O)c2cccc3cccc1c23)N1CCN(Cc2ccc3c(c2)OCO3)CC1	102	104	99	94	-1	100	-11	101	6	1	102
O=C(NN1c2ccccc2CCc2ccccc21)c1ccccc1Br	104	101	99	97	8	100	7	98	-4	·	102
CCOC(=O)N1CCC(N2C(=O)c3ccccc3C2Nc2ccc3c(c2)OCCO3)CC1 (stereo not given)	95	100	100	99	10	99	-30	97	-1	·	99

3 compounds already listed, arranged by the value under Cdc42 wt GTP, falling:
SMILES,Cdc42 wt GTP
CC(C)CCNC(=O)CO/N=C/c1ccccc1OC(F)F,102
Cc1onc(-c2ccccc2Cl)c1C(=O)N1CCCCC1C(=O)O (stereo not given),99
O=C(CSc1nccc(-c2ccc(Br)cc2)n1)NCCc1ccccc1,95

Screens (PubChem)
